Screening results: PubChem BioAssay, National Center for Advancing Translational Sciences (NCATS)
Tau fibril ThT: blocks human tau fibril formation measured by thioflavin T; P10636; Potency, µM (series often up to 57.4 µM), without a hit: at the highest dose activity, negative = inhibition, hits mostly inhibitors; AID 1460; recombinant tau K18 P301L, heparin-induced fibrillization, ThT fluorescence; actives 2.1% (n = 270,000); further: on the % scale 0 is the no-effect control and ±100 the full control effect; nearly all actives have a fitted effect of over 55% in size
Target sequence (P10636 561-689 P618L limits assumed): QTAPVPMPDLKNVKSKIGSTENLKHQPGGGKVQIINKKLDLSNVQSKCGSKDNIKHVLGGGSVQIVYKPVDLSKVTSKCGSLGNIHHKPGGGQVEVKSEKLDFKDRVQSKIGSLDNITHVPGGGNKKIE
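Using a mix of unlabeled (15 uM) and Alexa 594-labeled (0.24 uM) tau K18 P301L, heparin-triggered fibrillization over 6 hr at 37 C was scored by ThT fluorescence.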
SMN2 splice enh: increases expression of the SMN2 splice variant | actives 2.8% (n = 210,000) | Potency, µM (doses to about 46.1 µM), without a hit: at the top dose activity change, positive = activation, hits mostly activators | HEK293 SMN2-luciferase splicing reporter, luminescence, 30-36 h | AID 1458; further: % of control where 0% means no effect; nearly all actives have a fitted effect of over 55% in size
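qHTS luciferase splicing reporter: luminescence rises when SMN2 exon 7 is included in transfected HEK293 cells. Compound exposure lasted 30-36 h at 37C, with 4.5 mM final sodium butyrate as control, followed by a ONE-Glo read.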
Luc counter: blocks Kinase-Glo luciferase, a counter-screen artifact | Potency, µM (titrated, usually from 38.3 µM), for the others: at the top dose activity change, negative = inhibition, actives largely listed as inhibitors | actives 0.28% (n = 200,000) | AID 1379 | Kinase-Glo luciferase, ATP luminescence, 8 min | Q27757; further: on the % scale 0 is the no-effect control and ±100 the full control effect; nearly all actives have a fitted effect of over 60% in size
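Compound is pinned into ATP-containing buffer (10 uM ATP, imidazole pH 7.2, 7 mM MgCl2). Kinase-Glo luciferase reagent is then added. Light output is recorded following an 8-min room-temperature incubation.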
L3MBTL1 block: inhibitors of human L3MBTL1. actives 0.66% (n = 230,000). AID 485360. Potency, µM (top dose mostly 57.1 µM), for inactives: at the highest dose activity, negative = inhibition, most hits filed as inhibitors. Q9Y468. AlphaScreen L3MBTL1–H3K9me1 peptide binding; further: on the % scale 0 is the no-effect control and ±100 the full control effect; nearly all actives have a fitted effect of over 60% in size
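AlphaScreen proximity signal between nickel-chelate acceptor and streptavidin donor beads (final 10 ug/mL) reports binding of 50 nM L3MBTL1 to 75 nM biotin-H3 K9me1 peptide; complex incubated with compounds 30 min at room temperature; cefsulodin titration as control.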
ALDH1A1 inh: ALDH1A1 (human) enzyme inhibition; Purified ALDH1A1, NADH fluorescence, propionaldehyde substrate; AID 1030; actives 7.3% (n = 220,000); Potency, µM (titrated, usually from 75.3 µM), inactives show at the highest dose activity, negative = inhibition, usual class: inhibitors; P00352; active means well fitted inhibition curve with a large enough effect, not every such curve was filed as active; inconclusive means small, poorly fitted or top-dose-only effect, or another doubt; inactive means no such curve, though single readings can be large or run the other way;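 further: plate controls were no enzyme wells and a reference inhibitor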
Target sequence (P00352 whole entry, looked up): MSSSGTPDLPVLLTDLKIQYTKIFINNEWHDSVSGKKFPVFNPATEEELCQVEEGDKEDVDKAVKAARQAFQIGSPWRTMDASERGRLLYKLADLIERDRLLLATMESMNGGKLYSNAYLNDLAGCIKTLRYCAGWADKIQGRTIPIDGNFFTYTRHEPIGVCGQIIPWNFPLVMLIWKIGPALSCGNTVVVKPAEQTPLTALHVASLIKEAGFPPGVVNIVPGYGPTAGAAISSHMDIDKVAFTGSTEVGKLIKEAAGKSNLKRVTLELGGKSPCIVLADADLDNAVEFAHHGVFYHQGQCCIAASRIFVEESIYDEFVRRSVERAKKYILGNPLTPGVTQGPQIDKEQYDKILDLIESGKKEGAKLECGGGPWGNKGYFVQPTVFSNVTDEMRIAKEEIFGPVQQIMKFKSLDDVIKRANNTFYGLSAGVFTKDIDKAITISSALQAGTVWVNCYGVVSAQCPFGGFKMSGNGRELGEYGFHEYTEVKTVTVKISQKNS
Lamin A splicing: changes lamin A minigene splicing in HeLa cells | actives 0.01% (n = 200,000) | HeLa LMNA splicing GFP/RFP minigene ratio, 48 h | Potency, µM (doses to about 46.1 µM), for inactives: at the highest dose ratio change, negative = inhibition, actives largely listed as inhibitors | AID 1487; active means well fitted inhibition curve with a large enough effect in the signal ratio, with a control signal flat, not every such curve was filed as active; inconclusive means small, poorly fitted or top-dose-only effect, or effect the other way, or a change in a side signal; the % refers to the signal ratio; further: on the % scale 0 is the no-effect control and ±100 the full control effect
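Read-out is the ratio of GFP to DsRed2 object intensity, acquired by 488 nm laser-scanning cytometry on HeLa lamin A-EGFP minigene reporter cells. Compound incubation 48 hrs at 37 °C in Opti-MEM with 2% FBS; DMSO 0.5% final.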
RECQ1 helicase: RECQ1 (human) helicase inhibition; actives 0.54% (n = 240,000); Potency, µM (doses to about 57.3 µM), for the others: at the highest dose activity, negative = inhibition, hits mostly inhibitors; RECQ1 DNA unwinding, red fluorescence kinetic read;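 further: plate controls were vehicle for no effect and no enzyme for full effect; nearly all actives have a fitted effect of over 30% in size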
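RECQ1T1 50 nM; forked duplex (20 bp + 30-nt ss tails) 200 nM, ATP 2 mM final; pH 8.0, 2 mM MgCl2, 2.5 ug/ml poly(dI-dC); 15 min compound preincubation; discontinuous kinetic read over 2 h at RT.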
KDM4E inh: inhibitors of human JMJD2E histone demethylase; B2RXH2; JMJD2E catalytic domain, FDH-coupled NADH fluorescence (FDH is formaldehyde dehydrogenase); Potency, µM (doses to about 57.1 µM), for inactives: top-dose activity change, negative = inhibition, hits mostly inhibitors; actives 1.6% (n = 230,000); AID 2147; active means well fitted inhibition curve with a large enough effect, not every such curve was filed as active; inconclusive means small, poorly fitted or top-dose-only effect, or another doubt; inactive means no such curve, though single readings can be large or run the other way;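 further: 0% = wells with enzyme and -100% = buffer wells without enzyme; nearly all actives have a fitted effect of over 50% in size; many of its hits are not listed in these tables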
Target sequence (B2RXH2 1-337 limits assumed): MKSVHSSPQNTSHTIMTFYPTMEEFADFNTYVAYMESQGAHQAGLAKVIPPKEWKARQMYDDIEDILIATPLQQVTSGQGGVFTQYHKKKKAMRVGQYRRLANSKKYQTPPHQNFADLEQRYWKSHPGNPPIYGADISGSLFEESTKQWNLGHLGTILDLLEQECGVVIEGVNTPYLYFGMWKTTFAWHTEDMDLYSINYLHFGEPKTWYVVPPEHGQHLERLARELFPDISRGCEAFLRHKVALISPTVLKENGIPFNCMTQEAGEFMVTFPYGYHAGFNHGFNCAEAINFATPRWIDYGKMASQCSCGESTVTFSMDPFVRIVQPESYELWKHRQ
Starred values were filed as active, the others as inactive; i = inactive; ? = inconclusive; . = no result given; [ ] = dose if it differs, or a comment. Unless noted, the call rests on the fitted dose curve; in most records, active means well fitted curve in the direction sought with a large enough effect; inconclusive means small, poorly fitted or top-dose-only effect, or another doubt; inactive means no such curve, though single readings can be large; an effect the other way counts as inactive or inconclusive. Potency means the concentration at half of the fitted maximal effect.

SMILES	Tau fibril ThT	SMN2 splice enh	Luc counter	L3MBTL1 block	ALDH1A1 inh	Lamin A splicing	RECQ1 helicase	KDM4E inh
CCOc1ccc(S(=O)(=O)Nc2ccncc2)c(C)c1C	-8%	0%	1%	?	3%	1%[9.22 µM]	-5%	-1%
CCOC(=O)CSc1nn(C)c(=S)s1	-6%	3%	-1%	2%	?	-8%	-9%	-8%
CCOC(=O)N1CCN(C(=O)C2CCN(S(=O)(=O)c3ccc(Br)s3)CC2)CC1	-15%	-10%	-4%	.	-4%	-3%	14%	-4%
COc1ccccc1NS(=O)(=O)c1cc(Cl)ccc1OC	-4%	8%	1%	2%	7%	1%	-13%	-2%
Cc1c(C(=O)Oc2cccc3cccnc23)cccc1[N+](=O)[O-]	-14%	-35%[inhibitor]	10%	.	?	?	-5%	?
O=C(Nc1cnc2ccccc2c1)N1CCOCC1	-2%	?	8%	3%	-3%	9%	-1%	?
O=Nc1c(-c2c(O)[nH]c3cc(Br)ccc23)[nH]c2ccccc12	2.2µM*	16µM*	-24%	.	1%	?	28µM*	0%
COc1cc(C)nc(N2CCC(C(=O)NC3CCCCC3)CC2)n1	-15%	17%	0%	.	?	3%	i	5%
O=C(CCC(=O)Nc1ccccc1Cl)NNC(=O)c1ccco1	-1%	-2%	-2%	-1%	7%	-9%	2%	11%
CC(C)OC(=O)C1C(=O)CC(C)(O)C(C(=O)OC(C)C)C1c1ccc([N+](=O)[O-])cc1 (configuration not stated)	-7%	-3%	-2%	-5%	3%	8%[46 µM]	i	5%
CC1(C(=O)N2CCN(c3ccccc3)CC2)CC1(Cl)Cl (configuration not stated)	-4%	8%	4%	-26%	1%	37%[46 µM]	6%	3%
CSc1cccc(NC(=S)N(Cc2ccccc2)Cc2ccccn2)c1	-6%	-21%	-1%	.	-3%	.	?	0%
CC(=O)N1CCCN(Cc2cn(-c3cccc(C)c3)nc2-c2cccc(F)c2)CC1	-12%	.	.	-16%	.	.	i	-3%
O=C(CN1CCSc2ccccc21)NCCCc1ccccc1	-24%	-6%	3%	.	?	?	-20%	?
CCNC(=S)N(CCc1ccccc1C)Cc1cc2cc(OC)c(OC)cc2[nH]c1=O	?	-1%	-1%	2%	?	-1%	-15%	?
CCCC/C=C/C(NC(=O)c1ccc(-c2ccccc2)cc1)c1ccccc1 (configuration not stated)	1%	-41%[inhibitor]	-1%	.	-1%	.	-4%	6%
CC(C)NC(=O)c1onc(CSc2ccc(F)cc2)c1C(=O)O	6%	-5%	3%	50%[activator]	?	5%[0.0737 µM]	-4%	-1%
COc1ccccc1NC(=O)C1CCCN(c2cc(C)nc3ncnn23)C1 (configuration not stated)	-3%	-27%	0%	4%	6%	-6%	-4%	9%
CN(C)c1cc(=O)n2c(n1)SCCC2	-1%	8%	2%	0%	0%	10%	-3%	0%
Cn1c(SCC(=O)Nc2ccccc2F)nnc1-c1cc2ccccc2o1	?	-30%	-3%	.	-10%	4%	0%	-2%
CC(CCc1ccccc1)NC(=O)C1CCN(c2nnc(-n3cccc3)s2)CC1 (configuration not stated)	10%	-3%	-3%	-1%	-5%	?	i	5%
Cc1ccc(P(C)(=O)c2ccc(C)cc2)cc1	-11%	6%	3%	.	3%	6%	-11%	2%
O=C1C2CCCN2C(c2ccc(Br)cc2)N1c1ccc(F)cc1 (configuration not stated)	-12%	26%	-1%	.	6%	1%	-3%	0%
O=C(CSc1nc2ccccc2o1)Nc1nc(-c2ccccc2)cs1	?	?	-3%	10%	-3%	-8%	-9%	-7%
O=C(Nc1ccc(N2CCOCC2)cc1)C1CC1	-3%	0%	2%	11%	-7%	-2%	-1%	-11%
Cc1oc(-c2nc3ccccc3n2C)cc1C(=O)c1ccccc1	?	1.6µM*	?	-16%	?	-9%	3%	-10%
CCc1nnc(NC(=O)Nc2ccc(Cl)cc2)s1	5%	.	-2%	10%	4%	-2%[46 µM]	2%	0%
CCCc1cc(Nc2ccccc2OCC)n2ncnc2n1	-16%	10%	-2%	-1%	10%	4%	-7%	-8%
COc1cc(NC(=O)c2ccc(OC)c([N+](=O)[O-])c2)ccc1NC(=O)c1cccs1	?	-14%	0%	5%	16%	?	-2%	10%
Cc1n[nH]c(C)c1S(=O)(=O)N1CCc2ccccc21	-10%	.	.	-2%	4%	?	12%	-5%
O=C(CN1C(=O)CSc2ncccc21)NCCN1CCOCC1	-8%	6%	1%	.	3%	1%	-7%	-4%
Cc1ccc2sc(NC(=O)CN3C(=O)CCC3=O)nc2c1C	-3%	6%	0%	2%	2%	-14%	-8%	5%
COC(=O)c1cc(Cl)c(NC(=O)c2ccc(F)cc2)cc1OC	3%	-39%[inhibitor]	2%	6%	?	2%	-13%	0%
CC1CCCC(C)N1C(=O)CN1CCN(c2nc(-c3ccc(F)cc3)cs2)CC1 (configuration not stated)	?	-55%[inhibitor]	1%	-9%	?	?	i	-16%
O=C(C(=O)N1CCOCC1)c1c[nH]c2ccccc12	4%	1%	4%	-2%	31%[activator]	?	i	?
Cc1ccc(C)c2[nH]c(=O)c(C(c3nnnn3Cc3ccccc3)N3CCc4ccccc4C3)cc12 (configuration not stated)	22µM*	11%	-5%	.	?	-5%	-10%	?
Cc1nc2cc(C(F)(F)F)ccc2n1C1CCN(CC(=O)NC(C)(C)C)CC1	-9%	-38%[inhibitor]	-4%	-1%	-4%	?	-1%	-3%
CC(C)CC(=O)Nc1ccc2nn(-c3ccccc3)nc2c1	-2%	6.3µM*	1%	17%	?	1%	14%	?
COc1cccc(C(=O)N2CCOCC2)c1	2%	4%	2%	?	6%	16%[46 µM]	-1%	4%
Cc1cccc(C(=O)NC(=S)NNC(=O)c2cccs2)c1	18%	-86%[inhibitor]	-2%	-3%	9%	?	11%	-6%
CCOc1ccc(-n2c(=O)c3c(C)c(C)sc3n(CC(=O)NCc3ccco3)c2=O)cc1	-1%	.	.	3%	8%	0%	-1%	8%
Cn1cnnc1SCC(=O)Nc1ccc(OCc2ccccc2)cc1	-11%	?	-3%	8%	?	1%[46 µM]	-1%	1%
COc1ccc(C2C(C(=O)Nc3cc(OC)c(OC)c(OC)c3)c3ccccc3C(=O)N2C)cc1OC (configuration not stated)	-1%	25%	-1%	-6%	2%	17%[9.22 µM]	0%	2%
Cc1ccc(-c2nnc(SCC(=O)Nc3ccccc3N3CCOCC3)o2)cc1	-6%	4%	-5%	.	6%	7%	-6%	-2%
O=C(O)c1ccc(/C=N/n2cc(-c3ccccc3)[nH]c2=S)cc1	?	.	.	11%	.	.	-7%	?
COc1ccc(Cl)cc1C(=O)Nc1cccc(-c2ccc3nncn3n2)c1	-18%	-18%	10%	.	1%	.	?	14µM*
CSc1nnc(-c2ccncc2)n1CCCN1CCCC1=O	-8%	-1%	5%	3%	0%	8%	-6%	-4%
Cc1nn(C)c(Cl)c1NC(=O)OCc1ccccc1	-15%	-37%[inhibitor]	4%	11%	10%	-18%	-12%	-10%
CC1=C(C(=O)Nc2ccccc2Cl)C(c2ccc(N(C)C)cc2)NC(=O)N1 (configuration not stated)	-4%	-6%	-1%	-15%	?	?	-9%	2%
Cc1ccc(CN2CCN(Cc3cnn(-c4ccc(Cl)cc4)c3)CC2CCO)o1 (configuration not stated)	-6%	.	-1%	-8%	1%	?	-15%	-2%
O=C(NCc1n[nH]c(=S)n1-c1ccc(Br)cc1)c1ccc(S(=O)(=O)N2CCCC2)cc1	0%	22%	0%	0%	?	.	-3%	5%
COc1cc(C(=O)NNC(=O)C2CC=CCC2C(=O)O)cc(OC)c1OC (configuration not stated)	-1%	-14%	-3%	13%	1%	?	3%	4%
CCOC(=O)c1ccccc1NC(=O)CN(c1ccccc1OCC)S(C)(=O)=O	-9%	-1%	-4%	0%	?	-5%	-7%	-5%
CC(=O)c1sc(N/N=C\c2ccc(C)cc2)nc1C	?	10µM*	-3%	4%	?	10%	-2%	?
O=C(O)c1cnc2[nH]c3ccccc3n2c1=O	-9%	.	.	0%	.	.	1%	?
CCc1ccccc1NC(=O)CN(C)C(=O)CSc1nnc(Nc2cccc(C)c2)s1	?	9%	-3%	-5%	4%	-6%	2%	-1%
Nn1c(SCc2ccccc2)nc2c(cnn2-c2ccccc2)c1=O	3%	13µM*	0%	1%	7%	-9%[46 µM]	i	7%
CSCCC(C(=O)N1C[C@]2(C)C[C@H]1CC(C)(C)C2)N1C(=O)c2ccccc2C1=O (some centres not stated)	-4%	6%	0%	-3%	?	7%[0.0737 µM]	-7%	-3%
CCOC(=O)CSc1nnc([C@H](CC(C)C)NC(=O)OC(C)(C)C)o1	0%	6%	1%	-11%	-4%	-2%	-1%	1%
CCCCN(C)C(=O)C(Cc1ccccc1)NS(=O)(=O)c1ccc2c(c1)CCC(=O)N2 (configuration not stated)	-14%	0%	-3%	.	-3%	?	-3%	-2%

Later entries.
SMILES	Tau fibril ThT	SMN2 splice enh	Luc counter	L3MBTL1 block	ALDH1A1 inh	Lamin A splicing	RECQ1 helicase	KDM4E inh
COc1cccc(C(=O)NC(=S)Nc2ccc(Cl)cc2C(=O)O)c1	-4%	.	.	0%	.	.	-3%	?
COC(=O)c1cccc(NC(=O)/C(=C\c2ccccc2)NC(=O)c2ccccc2Cl)c1	-24%	.	.	1%	-4%	-6%	i	?
CC1CCN(C(=O)CSc2ccc(-c3ccccc3)nn2)CC1	-4%	-24%	6%	?	?	12%[1.84 µM]	2%	3%
CC1(C)Oc2ccc(C(=O)NN)cc2NC1=O	-17%	-9%	1%	.	1.6µM*	.	-2%	34%[activator]
COc1ccc(NC(=O)c2ccc(-c3ccc(C)c4ccccc34)o2)cc1	?	-2%	-1%	-15%	?	?	i	-3%

This is a subset; the hit share may differ from the screen's.
